# Screening data as filed in PubChem BioAssay.
# mIDH1 inhibitor: blocks human mutant IDH1 R132H enzyme; hit rate 0.093% among 390,000; AID 602179; IDH1-R132H enzyme, NADPH consumption, diaphorase/resazurin fluorescence; Potency, µM (series often up to 76.6 µM), for the others: top-dose activity change, negative = inhibition, actives largely listed as inhibitors; further: potency means the concentration at half of the fitted maximal effect; on the % scale 0 is the no-effect control and ±100 the full control effect; nearly all actives have a fitted effect of over 65% in size
#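 IDH1-R132H (0.5 ug/mL dispensed) in pH 7.5 Tris buffer was preincubated 30 min with compound, then given a substrate mix of 0.016 mM NADPH and 2 mM alpha-KG for 80 min at room temperature; remaining NADPH was read by diaphorase/resazurin fluorescence.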
# USP1 inh: USP1/UAF1 (human) deubiquitinase inhibition. O94782. recombinant USP1/UAF1, Ub-Rhodamine cleavage fluorescence. Potency, µM (series often up to 57.1 µM), for the others: top-dose activity change, negative = inhibition, usual class: inhibitors. hit rate 0.23% among 390,000; further: potency means the concentration at half of the fitted maximal effect; on the % scale 0 is the no-effect control and ±100 the full control effect; nearly all actives have a fitted effect of over 60% in size; inactives centre near -12
# Target sequence (O94782 whole entry, looked up): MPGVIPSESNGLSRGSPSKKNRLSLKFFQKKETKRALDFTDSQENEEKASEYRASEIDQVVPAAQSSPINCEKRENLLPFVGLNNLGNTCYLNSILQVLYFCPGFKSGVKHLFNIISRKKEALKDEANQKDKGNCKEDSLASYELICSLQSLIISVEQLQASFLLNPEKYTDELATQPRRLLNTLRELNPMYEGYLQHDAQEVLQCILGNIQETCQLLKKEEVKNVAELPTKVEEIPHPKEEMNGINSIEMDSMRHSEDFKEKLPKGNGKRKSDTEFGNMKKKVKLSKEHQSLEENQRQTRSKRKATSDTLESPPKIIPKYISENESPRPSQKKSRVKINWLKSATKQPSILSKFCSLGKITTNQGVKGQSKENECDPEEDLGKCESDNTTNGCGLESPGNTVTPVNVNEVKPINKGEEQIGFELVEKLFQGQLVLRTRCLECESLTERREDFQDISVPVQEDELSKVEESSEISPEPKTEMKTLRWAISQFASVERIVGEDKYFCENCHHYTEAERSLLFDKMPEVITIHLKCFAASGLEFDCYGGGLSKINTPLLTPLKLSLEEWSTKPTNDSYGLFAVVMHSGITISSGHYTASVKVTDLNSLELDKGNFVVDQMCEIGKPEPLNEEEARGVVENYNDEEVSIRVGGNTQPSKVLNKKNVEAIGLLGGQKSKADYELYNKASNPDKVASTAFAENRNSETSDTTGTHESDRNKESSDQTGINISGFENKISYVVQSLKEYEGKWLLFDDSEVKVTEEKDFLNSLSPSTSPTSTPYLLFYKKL
#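 USP1/UAF1 complex at 1 nM was preincubated with compound for 15 min at room temperature, then Ub-Rho substrate (150nM final) was added. Fluorescence (480/540 nm) was read kinetically, 6 reads every 60 seconds.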
# D2 ag: agonists of human D2 dopamine receptor; HEK293 T-REx D2 cells, calcium flux agonist mode; activation, % at 2 µM; hit rate 0.53% among 340,000; AID 485358;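 active means activation over 3 SD above normal in the single-dose calcium agonist read, cut at about 30% in these data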; further: 0% is about no effect
#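 HEK293 Trex D2 cells, tetracycline-induced, o/n 30 C 5% CO2; no-wash Ca dye, RT 30–90 min; 10-cycle baseline, 23 nl cpd added, kinetic Ca read 180 s; agonist hits = positive Ca response.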
# D2 antagonist: antagonizes the human D2 dopamine receptor | P14416 | HEK293 TREx D2 cells, calcium flux, dopamine EC80 | inhibition, % at 10 µM | hit rate 2% among 340,000 | AID 485344; in the data active means inhibition above about 30%; further: 0% is about no effect
#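 Calcium mobilization kinetics were recorded at 1 s intervals in tetracycline-induced HEK293 T-REx D2 cells, first for 180 s after compound addition and then 180 s after EC80 dopamine.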
# TRHR PAM: allosteric enhancers of human TRH receptor | P34981 | TRHR cells, fluo-8 calcium fluorescence, EC20 TRH enhancement | enhancement, % at 2 µM | hit rate 0.66% among 360,000 | AID 493056; in the data active means enhancement above about 30%; further: 0% is about no effect
#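 TRHR-expressing cells loaded with fluo-8 calcium dye were read kinetically (ex 480/em 530) during compound addition, then stimulated with an EC20 of TRH (10 nM final). Enhancement of the Gq-mediated intracellular calcium response was scored.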
# Pin1 inh: inhibitors of human Pin1 | Potency, µM (titrated, usually from 115 µM), for the others: top-dose activity, negative = inhibition, usual class: inhibitors | Q13526 | hit rate 0.009% among 390,000 | Pin1 FP peptide displacement, HiFluor488, 10 min; active means well fitted inhibition curve with a large enough effect in the polarisation, with a control signal flat, not every such curve was filed as active; inconclusive means small, poorly fitted or top-dose-only effect, or effect the other way, or a change in a side signal; inactive means no such curve, though single readings can be large or run the other way; the % refers to the polarisation; further: potency means the concentration at half of the fitted maximal effect; on the % scale 0 is the no-effect control and ±100 the full control effect
# Target sequence (Q13526 whole entry, looked up): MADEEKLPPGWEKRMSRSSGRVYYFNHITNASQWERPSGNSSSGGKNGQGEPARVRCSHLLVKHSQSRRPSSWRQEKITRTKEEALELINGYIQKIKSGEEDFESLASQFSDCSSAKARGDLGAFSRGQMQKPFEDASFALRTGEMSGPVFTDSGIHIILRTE
# TrxR1 inh: blocks rat thioredoxin reductase 1 | Potency, µM (doses to about 114 µM), inactives show at the top dose activity change, negative = inhibition, hits mostly inhibitors | O89049 | recombinant rTrxR1, NADPH fluorescence consumption, selenite substrate | hit rate 1% among 390,000; further: potency means the concentration at half of the fitted maximal effect; on the % scale 0 is the no-effect control and ±100 the full control effect; nearly all actives have a fitted effect of over 65% in size
#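 Rat TrxR1 (90 nM in the dispensed reagent) was pre-reduced with 400 uM NADPH for 5 min at room temperature, then incubated with compound for 15 min. After 400 uM selenite was added, NADPH fluorescence (Ex 340/Em 450 nm) was followed for 8 min.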
# TrxR1 substrate: substrates of rat thioredoxin reductase 1; O89049; purified TrxR1 substrate turnover, NADPH consumption readout; Potency, µM (series often up to 114 µM), for the others: at the highest dose activity change, negative = substrate turnover; hit rate 0.01% among 390,000; further: potency means the concentration at half of the fitted maximal effect; on the % scale 0 is the no-effect control and ±100 the full control effect; nearly all actives have a fitted effect of over 50% in size
#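 Rat TrxR1, dispensed at 90 nM, was prereduced with 400 uM NADPH (final) for 5 min at ~22 deg C, then incubated with compound 15 min before 400 uM selenite. A first-read NADPH fluorescence drop versus no-compound background flagged substrates.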
# TRHR ag: TRH receptor (human) agonism; P34981; activation, % at 2 µM; AID 493084; hit rate 0.18% among 360,000; TRHR cells, calcium flux fluo-8, FDSS agonist mode; in the data active means activation above about 30%; further: 0% is about no effect
#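 TRHR-expressing cells, plated overnight in medium with 10% serum, were loaded with fluo-8 calcium dye at room temperature. After a 10 s baseline, library compound was pin-added and calcium release was recorded kinetically (ex 480/em 530) as agonist response.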
# Active calls of the source: *; ? = inconclusive; / = not tested or not shown; [ ] = dose if it differs, or a comment. Unless noted, the call rests on the fitted dose curve; in most records, active means well fitted inhibition curve with a large enough effect; inconclusive means small, poorly fitted or top-dose-only effect; inactive means no such curve, though single readings can be large or run the other way.
# Start of the listing, in advance (9 entries):
SMILES,mIDH1 inhibitor,USP1 inh,D2 ag,D2 antagonist,TRHR PAM,Pin1 inh,TrxR1 inh,TrxR1 substrate,TRHR ag
COc1ccc(-n2ncc3c(=O)n(CC(=O)N4c5ccccc5CC4C)cnc32)cc1 (centres undefined),-6%,-6%,0.2,-5,1,?,-22%,-3%,-0.3
COc1ccc(NC(=O)CCS(=O)(=O)c2ccc(Br)s2)cc1,-3%,-5%,/,/,4,9%,0%,5%[0.457 µM],-0.8
NC(=O)CC[C@@H]1NC(=O)[C@H](Cc2ccccc2)NC(=O)[C@H](Cc2ccc(O)cc2)NC(=O)[C@@H](N)CSSC[C@@H](C(=O)N2CCC[C@H]2C(=O)N[C@@H](CCCN=C(N)N)C(=O)NCC(N)=O)NC(=O)[C@H](CC(N)=O)NC1=O,/,/,0.7,-4,8,/,/,/,0.3
COC(=O)[C@@]12CCCCN1[C@H](c1ccc(-c3cccc(Cl)c3)c(OC)c1)[C@@H]1C(=O)N(C)C(=O)[C@@H]12,-5%,?,-0.1,5,-1,16%,25%,5%,-0.2
O=C(COc1ccc(F)cc1Br)NCc1ccccn1,4%,-4%,0.1,-14,-5,?,2%,-4%,0.3
COc1ccc(CCNC(=O)[C@H](C)NC(=O)[C@@H]2CSC3c4ccccc4C(=O)N32)cc1 (some centres undefined),-6%,-11%,-0.2,2,3,-1%,16%,-4%,-1.4
Cc1ccc2[nH]c(=O)c(CN(CC3CCCO3)C(=O)c3cccs3)cc2c1 (centres undefined),-7%,-10%,0.7,1,-4,0%,-12%,-9%,-0.4
CCOC(=O)c1sc(NC(=O)CCN2CC(C)OC(C)C2)c(C(=O)OCC)c1C (centres undefined),/,/,-1.0,-12,-2,/,/,/,0.9
CCOC(=O)c1ncn2c1[C@@H]1CCNC1C(=O)c1cc(OC)ccc1-2 (some centres undefined),1%,-14%,-1.0,-3,0,-7%,-19%,-5%,0.1

# The whole of this part, from the start:
SMILES,mIDH1 inhibitor,USP1 inh,D2 ag,D2 antagonist,TRHR PAM,Pin1 inh,TrxR1 inh,TrxR1 substrate,TRHR ag
COc1ccc(-n2ncc3c(=O)n(CC(=O)N4c5ccccc5CC4C)cnc32)cc1 (centres undefined),-6%,-6%,0.2,-5,1,?,-22%,-3%,-0.3
COc1ccc(NC(=O)CCS(=O)(=O)c2ccc(Br)s2)cc1,-3%,-5%,/,/,4,9%,0%,5%[0.457 µM],-0.8
NC(=O)CC[C@@H]1NC(=O)[C@H](Cc2ccccc2)NC(=O)[C@H](Cc2ccc(O)cc2)NC(=O)[C@@H](N)CSSC[C@@H](C(=O)N2CCC[C@H]2C(=O)N[C@@H](CCCN=C(N)N)C(=O)NCC(N)=O)NC(=O)[C@H](CC(N)=O)NC1=O,/,/,0.7,-4,8,/,/,/,0.3
COC(=O)[C@@]12CCCCN1[C@H](c1ccc(-c3cccc(Cl)c3)c(OC)c1)[C@@H]1C(=O)N(C)C(=O)[C@@H]12,-5%,?,-0.1,5,-1,16%,25%,5%,-0.2
O=C(COc1ccc(F)cc1Br)NCc1ccccn1,4%,-4%,0.1,-14,-5,?,2%,-4%,0.3
COc1ccc(CCNC(=O)[C@H](C)NC(=O)[C@@H]2CSC3c4ccccc4C(=O)N32)cc1 (some centres undefined),-6%,-11%,-0.2,2,3,-1%,16%,-4%,-1.4
Cc1ccc2[nH]c(=O)c(CN(CC3CCCO3)C(=O)c3cccs3)cc2c1 (centres undefined),-7%,-10%,0.7,1,-4,0%,-12%,-9%,-0.4
CCOC(=O)c1sc(NC(=O)CCN2CC(C)OC(C)C2)c(C(=O)OCC)c1C (centres undefined),/,/,-1.0,-12,-2,/,/,/,0.9
CCOC(=O)c1ncn2c1[C@@H]1CCNC1C(=O)c1cc(OC)ccc1-2 (some centres undefined),1%,-14%,-1.0,-3,0,-7%,-19%,-5%,0.1
Cc1ccc(OCC(=O)N/N=C/c2ccco2)cc1,-15%,-15%,0.5,-4,1,-6%,8%,2%[57.1 µM],1.3
O=C(COC(=O)c1ccc[nH]c1=O)Nc1ccc2c(c1)OC(F)(F)O2,0%,-15%,1.1,-7,-1,-1%,21%,2%,-0.7
Cc1cccc(NC(=O)CSc2c(C)cnc3c2c(=O)n(C)c(=O)n3C)c1C,-16%,?,0.1,/,-1,-3%,5%[57.1 µM],2%[57.1 µM],-0.3
COc1ccc(NC(=O)C(=O)NCC2(c3ccccc3)CCCC2)c(OC)c1,2%,-2%,0.0,/,-1,-1%,9%,-6%,1.9
COc1cc2c(cc1NC(=O)c1ccccc1F)CCCC2,1%,-8%,0.0,5,-8,0%,14%,10%[57.1 µM],-1.5
CC1=C(C(=O)OCC2CCCO2)C(c2cccc(C(F)(F)F)c2)C2=C(CC(c3ccco3)CC2=O)N1 (centres undefined),1%,?,0.0,-11,-1,18%,?,48%[activator],0.2
Cc1ccc2nsnc2c1S(=O)(=O)Nc1ccccc1C(=O)O,10%,-10%,-1.2,-7,3,-4%,14%,-2%,0.3
O=C(Nc1ccc(F)cc1)Nc1sccc1-c1nc2ccccc2s1,32%[activator],?,-0.2,0,-1,?,?,5%,0.8
COc1ccc(C(=O)N/N=C/c2ccc(N(C)c3ccccc3)cc2)cc1,-6%,-11%,/,/,/,2%,69%[activator],50%[activator],/
COc1ccccc1C(=O)C1CCCN(C(=O)c2cc(C(C)C)no2)C1 (centres undefined),-7%,-14%,0.4,-12,-4,-14%,0%,-9%,-0.7
COc1ccc(Cn2nnnc2C(c2ccccc2Cl)N2CCC(C(N)=O)CC2)cc1 (centres undefined),3%,-11%,0.7,-28,-1,-1%,0%,2%,0.1
c1ccc2c(c1)ccc1nnc(SCc3ccc4c(c3)OCO4)n12,3%,5%,-0.1,-27,2,?,2%,-3%,-0.4
CCC(C(=O)Nc1ccccc1OC)n1c(C(=O)OC)cc2ccsc21 (centres undefined),-2%,?,0.4,-17,8,4%,12%,6%,-0.7
COc1ccccc1-c1noc(-c2cc(OC)c(OC)c(OC)c2)n1,7%,-20%,-0.2,-38,-5,-8%,3%,-5%,0.7
CN1CCC(OC(=O)COc2ccc(Cl)cc2Cl)CC1,1%,-2%,0.7,-5,-1,-3%,8%[57.1 µM],3%[57.1 µM],0.7
COCCNC(=O)c1ccc(N2CCCCC2)c(NS(=O)(=O)c2ccc(C)cc2)c1,5%,-4%,0.8,10,-8,2%,10%,5%,0.4
COCCn1c(Cc2ccccc2)nnc1SCC(=O)NC(C)C,1%,-10%,0.2,-5,4,3%,12%,5%,0.3
CCn1c(SCC(=O)c2ccccc2)nc2c(c1=O)SC(C)C2 (centres undefined),0%,-9%,-0.7,-17,1,12%,12%[57.1 µM],6%[57.1 µM],-2.4
O=C(CCn1cncn1)N1CCCC(N2CCN(c3cccc(C(F)(F)F)c3)CC2)C1 (centres undefined),5%,-13%,-0.4,1,0,4%,-10%,-8%,0.3
O=[N+]([O-])c1ccc(/C=N/Nc2nc(N3CCOCC3)nc(N3CCOCC3)n2)cc1,/,/,0.6,5,-1,/,/,/,-0.3
O=S1(=O)N=C(N/N=C/c2ccco2)c2ccccc21,-9%,-23%,-0.3,4,-3,0%,-6%[57.1 µM],-5%[57.1 µM],0.0
O=C(Nc1ccncc1)c1cn(-c2ccccc2)nc1-c1cccs1,2%,-15%,0.6,9,16,1%,14%[57.1 µM],-4%[57.1 µM],0.2
Cc1ccc(S(=O)(=O)N(CC(=O)NCc2ccccc2Cl)C(=O)N2CCN(C)CC2)cc1,11%,-13%,0.9,5,1,-4%,9%,3%,1.3
OCC[C@@H]1C[C@@H](O)[C@H](O)[C@]2(CCc3ccccc3O2)O1,3%,11%,0.0,3,-6,-9%,5%,-5%,0.4
O=C(COC(=O)c1ccco1)Nc1nnc(-c2ccccc2)o1,-9%,-11%,0.5,-7,0,3%,-6%[57.1 µM],-3%[57.1 µM],0.2
CC1Cc2cc(S(=O)(=O)NCCc3ccccc3)ccc2N1C(=O)C1CCC1 (centres undefined),2%,-19%,-1.0,/,0,8%,10%,1%,-0.4
COc1ccc(S(=O)(=O)NCc2ccc(C(=O)N3CCc4ccccc4C3)cc2)cc1,-2%,-15%,-0.3,4,-1,5%,10%,-4%,-0.4
CN(Cc1ccccc1)CC(O)COc1ccc(CNCc2ccc(Cl)s2)cc1 (centres undefined),3%,-17%,/,/,-3,-4%,?,-12%,9.2
CCOc1cc(C(=O)N/N=C(\C)Cc2ccc(OC)cc2)cc(OCC)c1OCC,6%,-13%,-1.5,7,-2,-12%,-11%,-8%,0.1
Cc1c(-c2ccccc2)nc2c(Cl)cccc2c1C(=O)OCC(=O)c1ccc(F)cc1,0%,-18%,1.2,/,-6,41%[activator],15%,-2%,0.9
COc1cc(C(=O)NC2Cc3ccccc3C2)ccc1OC1CCN(C(C)=O)CC1,2%,-18%,1.1,-6,4,4%,1%,-3%,-0.3
Cc1ccc(Cl)cc1NC(=O)CCCN1C(=O)c2cccnc2C1=O,2%,-11%,-0.1,9,11,-4%,18%[57.1 µM],3%[57.1 µM],-1.3
COc1ccc(CNC(=O)CN(C(=O)CCC(=O)Nc2ccccn2)c2ccc(C)cc2)cc1,-3%,-12%,0.0,7,5,7%,-48%[0.0914 µM],-9%,-0.5
Cc1nc2ccc(S(=O)(=O)NCC(=O)N3CCN(c4ccccc4)CC3)cc2s1,1%,1%,0.1,-6,-7,1%,5%,3%,0.0

# Not all compounds are listed (hit frequency here may not be typical).
